# Compound activity from PubChem.
# KOR beta-arrestin-1: KOR antagonists, beta-arrestin recruitment, cell-based, luminescence, uHTS (AID 1778). Kappa-type opioid receptor (Homo sapiens). one-dose inhibition, % at 10 µM; IC50 in µM for titrated hits. 0.091% of 290,000 active. KOR beta-arrestin recruitment, luminescence, antagonist mode; higher % means a stronger effect; further: strong numbers were not always called active
# NOD2 inhibition: NOD2 signaling inhibitors, cell-based, luminescence, uHTS, HEK293 (AID 1566); HEK293 NOD2/NF-kB luciferase reporter, luminescence; higher % means a stronger effect; 0.63% of 290,000 active; inhibition, % at 4 µM, or EC50 in µM where a hit was titrated; further: many of its hits are not listed in these tables
# P. falciparum M17LAP: P. falciparum M17LAP inhibitors, primary screen, biochemical, fluorogenic H-Leu-NHMec substrate, 1536-well (AID 1619) | recombinant M17LAP, H-Leu-NHMec fluorogenic kinetic assay; higher % means a stronger effect | one-dose inhibition, % at 30 µM; IC50 in µM for titrated hits | 0.38% of 220,000 active;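 active means compound inhibiting the enzyme by more than half at any dose during confirmatory dose-response retesting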;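 further: plate controls were full reaction with DMSO carrier for no effect and no enzyme background for full effect; strong numbers were not always called active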
# GPR55 activation: GPR55 agonists via beta-arrestin recruitment, primary screen, imaging, U2OS cells, beta-arrestin-GFP redistribution (AID 1961); G-protein coupled receptor 55 (Homo sapiens); U2OS GPR55 beta-arrestin-GFP redistribution imaging; higher % means a stronger effect; activation, % at 10 µM, or EC50 in µM where a hit was titrated; 0.048% of 290,000 active;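 active means activation above 40% with more than 50 cells counted in the well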;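 further: U2OS osteosarcoma cells stably expressing GPR55 and beta-arrestin-GFP; plate controls were DMSO negative control for no effect and LPI positive control for full effect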
# KOR beta-arrestin-2: KOR agonists, beta-arrestin recruitment, primary screen, cell-based, luminescence, uHTS (AID 1777); Kappa-type opioid receptor (Homo sapiens); KOR beta-arrestin recruitment, luminescence; higher % means a stronger effect; activation, % at 10 µM, or EC50 in µM where a hit was titrated; 0.02% of 280,000 active; in the data active means activation above about 50%, passing the limit was not always enough; further: a part of the inactive calls stands beside numbers as strong as those of hits
# Dynein transport: inhibitors of GR-EGFP nuclear translocation, primary screen, dynein cargo transport inhibitor project, imaging, high-content, 3617.4 mouse cells; 0.47% of 220,000 active; test concentration mostly 20 µM; stimulated with dexamethasone, 1 µM; stronger effect = lower value; z-score, hits read low; AID 1381, 2008;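 active means plate z-score of nuclear minus cytoplasmic receptor signal below a set negative limit, without overly bright fluorescence or cell loss, cut at about -3.5 in these data, passing the limit was not always enough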;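 further: z-score of nuclear minus cytoplasmic ring GR-EGFP intensity difference per well; some compounds called inactive have numbers as strong as hits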
#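 Buffer or medium: tet-free, stripped-serum medium; reagent: dexamethasone at 1.0 µM final, 30 min; incubation: 48 h induction, 1 h compound, 30 min dex at 37 °C; measured by: formaldehyde fixation, Hoechst nuclear stain, 10x automated fluorescence imaging; read-out: nuclear-to-cytoplasmic GR-EGFP distribution per well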
# P. falciparum M1AAP: P. falciparum M1AAP inhibitors, biochemical, fluorogenic H-Leu-NHMec substrate, 1536-well (AID 1445) | recombinant M1AAP, H-Leu-NHMec fluorogenic kinetic assay; higher % means a stronger effect | inhibition, % at 30 µM; hits with a dose series show IC50 in µM | Aminopeptidase N (Plasmodium falciparum (isolate 3D7)) | 0.42% of 220,000 active;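 active means primary inhibition above the hit cutoff, then over 50% inhibition at one or more dose response concentrations, cut at about 23% in these data, passing the limit was not always enough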;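 further: plate controls were DMSO full reaction for no effect and no enzyme background for full effect; strong numbers were not always called active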
# AID2073: inhibitors of Mint1-CaV2.2 protein interaction, biochemical, HTRF (AID 2073). one-dose inhibition, % at 20 µM; IC50 in µM for titrated hits. 0.19% of 290,000 active. Voltage-dependent N-type calcium channel subunit alpha-1B (Homo sapiens). HTRF protein-protein interaction, Mint1-CaV2.2; higher % means a stronger effect; in the data active means inhibition mostly above about 51%, no sharp cut-off; further: some results filed as inactive read as strong as hits
# NOD1 NF-kB reporter: NOD1 signaling inhibitors, primary screen, cell-based, luminescence, uHTS (AID 1578). NOD1-driven NF-kB luciferase reporter cells, luminescence; higher % means a stronger effect. 1% of 290,000 active. one-dose inhibition, % at 4 µM; EC50 in µM for titrated hits; in the data active means inhibition mostly above about 36%, no sharp cut-off; inactive means mostly below about 34%;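 further: HEK-293T reporter cells stimulated with the NOD1 agonist gamma-tri-DAP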
# Dynein transport cytoplasmic EGFP: also measured in Dynein transport; calls as there; z-score; measured here: cytoplasmic GR-EGFP intensity; stronger effect = higher value
# Dynein transport nuclear GR-EGFP: recorded beside Dynein transport, whose call it bears; z-score; measured here: nuclear GR-EGFP intensity;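 lower value marks the stronger effect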
# Dynein transport cell count: also measured in Dynein transport; calls as there; z-score; measured here: cell count per field
# Active calls of the source: *; x = no result given; [ ] = dose if it differs, or a comment. Unless noted, no stated cut-off is given here; in the data, active means inhibition above about 50%; inactive means the rest. A portion of the library. The share of hits here may be higher or lower than overall.
# Start of the data: the first three entries as a preview:
KOR beta-arrestin-2,AID2073,GPR55 activation,Dynein transport cell count,Dynein transport cytoplasmic EGFP,P. falciparum M17LAP,NOD1 NF-kB reporter,KOR beta-arrestin-1,NOD2 inhibition,P. falciparum M1AAP,Dynein transport,Dynein transport nuclear GR-EGFP,smiles
3.1%,-5%,0.1%,0.29,-0.31,21%,-13%,8%,7%,9%,0.33,-0.15,COc1ccc(/C=N/NC(=O)Cn2cnc3ccccc3c2=O)cc1OC
5.1%,12%,0.4%,x,x,x,3%,31%,-7%,x,x,x,COc1ccc2[nH]c(C(=O)N(C)Cc3ccccc3)c(C)c2c1
6.6%,-9%,-0.1%,1.1,-0.27,-4%,-18%,-27%,5%,3%,-0.11,-0.07,COc1ccc(-c2nnc(SC(C)C(=O)Nc3nccs3)n2Cc2ccccc2)cc1OC (centres undefined)

# The list itself (from the top)
KOR beta-arrestin-2,AID2073,GPR55 activation,Dynein transport cell count,Dynein transport cytoplasmic EGFP,P. falciparum M17LAP,NOD1 NF-kB reporter,KOR beta-arrestin-1,NOD2 inhibition,P. falciparum M1AAP,Dynein transport,Dynein transport nuclear GR-EGFP,smiles
3.1%,-5%,0.1%,0.29,-0.31,21%,-13%,8%,7%,9%,0.33,-0.15,COc1ccc(/C=N/NC(=O)Cn2cnc3ccccc3c2=O)cc1OC
5.1%,12%,0.4%,x,x,x,3%,31%,-7%,x,x,x,COc1ccc2[nH]c(C(=O)N(C)Cc3ccccc3)c(C)c2c1
6.6%,-9%,-0.1%,1.1,-0.27,-4%,-18%,-27%,5%,3%,-0.11,-0.07,COc1ccc(-c2nnc(SC(C)C(=O)Nc3nccs3)n2Cc2ccccc2)cc1OC (centres undefined)
-1.2%,-18%,0.0%,-0.062,-0.29,24%,-40%,-3%,-2%,-15%,-0.17,-0.4,Cc1ccc(NC(=S)NNC(=O)c2nnn(-c3ccccc3)c2C)cc1
x,-7%,0.6%,0.88,-0.28,-3%,-31%,-18%[20 µM],3%,14%,-0.74,-0.26,Cc1ccc2[nH]c(=O)c(CN(CC3COCCO3)C(=O)Nc3ccccc3C)cc2c1 (centres undefined)
4.0%,11%,-0.1%,x,x,x,26%,-36%,16%,x,x,x,COc1ccc(C)cc1NC(=O)c1nn(-c2ccccc2)cc1OC
-2.5%,1%,0.2%,x,x,x,-37%,-4%,-10%,x,x,x,Cn1nccc1C(=O)N(CCN1CCCCC1)CC1CCCN(C2CCCC2)C1 (centres undefined)
3.0%,3%,-0.4%,-0.47,-0.18,10%,4%,26%,-79%,-3%,0.94,0.48,Cc1ccc(/C=C/C(=O)NC2=NCCS2)cc1
-1.5%,0%,0.0%,0.59,-0.12,-3%,-2%,-5%,9%,-2%,-0.17,-0.24,O[C@@H]1C2CCCC1[C@]1(O)CCCCC1C2 (some centres undefined)
2.2%,-2%,-0.1%,0.38,0.23,11%,-19%,-18%,-12%,7%,-2.8,-1.6,O=C(/C=C/c1ccccc1F)c1ccoc1
2.8%,-7%,-0.1%,-0.22,-0.22,4%,12%,-48%,2%,6%,-0.054,-0.43,Cc1cc(C)n(-c2cc(N3CCN(C(=O)c4ccc(C(C)(C)C)cc4)CC3)ccc2[N+](=O)[O-])n1
13%,-6%,-0.2%,-0.06,-0.11,7%,26%,26%,-10%,2%,-0.21,-0.075,COc1cccc(C2CC(c3ccccc3OC)n3ncnc3N2)c1 (centres undefined)
-7.5%,-11%,0.9%,0.066,-0.22,-3%,4%,-16%,13%,5%,-0.67,-0.094,COc1ccc(CNC(=O)C(C)N(Cc2ccco2)C(=O)c2snc(C(N)=O)c2N)cc1 (centres undefined)
-2.8%,11%,1.3%,0.77,0.021,8%,-5%,4%,15%,2%,-0.41,0.23,Cc1ccc2nsnc2c1NC(=O)c1cccc([N+](=O)[O-])c1
4.4%,6%,-0.3%,x,x,x,-11%,-45%[20 µM],-10%,x,x,x,NC(=O)CC(NC(=O)Cc1cccc2ccccc12)c1ccc(NC2CC3CCC2C3)c([N+](=O)[O-])c1 (centres undefined)
-5.7%,-5%,-0.2%,x,x,x,-32%,-6%,4%,x,x,x,CS(=O)(=O)c1cccc(C(=O)Nc2ccccc2Cc2ccccc2)c1
-3.3%,32%,-0.1%,0.74,-0.27,-9%,35%,11%,26%,-3%,-1.4,-1.6,CCCn1c(N)c(C(=O)CSc2nc(C)cs2)c(=O)n(C)c1=O
1.5%,-1%,-0.1%,0.48,-0.31,-7%,33%,-24%,3%,-6%,0.13,-0.091,O=C(NCc1ccccn1)C1CCN(S(=O)(=O)c2ccccc2)CC1
4.5%,-2%,0.3%,x,x,x,14%,-33%,-13%,x,x,x,CCc1ccc(N(CC(=O)NCc2ccc3c(c2)OCO3)C(=O)c2csnn2)cc1
3.8%,8%,0.2%,0.35,-0.35,1%,-36%,-12%,2%,6%,-0.82,-0.26,Cc1c(C(=O)O)oc2ccc(S(=O)(=O)NCc3ccc(F)cc3)cc12
-3.4%,5%,0.2%,x,x,x,17%,22%,11%,x,x,x,CCOc1ccc(-n2cc(-c3ccccc3)c3c(=S)nc[nH]c32)cc1
0.6%,3%,-0.2%,0.56,-0.17,2%,19%,-4%,2%,2%,-0.92,-0.25,Cn1c(N2CCCCC2)nc2c1c(=O)[nH]c(=O)n2C
5.5%,-4%,-0.1%,0.63,-0.16,2%,-25%,-36%,13%,1%,-0.78,-0.35,COC(=O)c1c(C)[nH]c(C(=O)CSc2nnnn2-c2ccccc2)c1C
0.1%,2%,0.0%,-0.44,-0.24,6%,46%,2%,13%,7%,-0.3,-0.079,CSc1nc2ccc(S(=O)(=O)N3CCc4ccccc43)cc2s1
-1.5%,1%,0.2%,x,x,x,-34%,-15%,8%,x,x,x,CN(C)CC(C)(C)CNCc1cc(=O)oc2ccc3ccccc3c12
2.7%,10%,-0.1%,0.2,-0.32,-4%,-57%,-3%,-12%,6%,-0.11,0.1,O=C(c1cc(-c2ccco2)on1)N1CCCc2ccccc21
1.8%,-5%,0.2%,-0.21,-0.3,-15%,10%,-2%,25%,1%,0.23,-0.13,C/C(Cn1nnc([N+](=O)[O-])n1)=N\NC(=O)c1ccc(C)cc1
-1.0%,2%,0.2%,-0.39,-0.18,5%,3%,-24%,10%,4%,-0.31,0.13,Clc1ccc(NCn2cncn2)nc1
2.1%,-6%,-0.2%,x,x,x,0%,4%,14%,x,x,x,CCN1CCN(c2cc(C)c3cc(NC(=O)CCC(=O)Nc4ccc(OC)c(OC)c4)ccc3n2)CC1
-2.1%,5%,-0.1%,x,x,x,-21%,13%,6%,x,x,x,COc1ccccc1OCCCC(=O)Nc1nnc(C2CCCO2)s1 (centres undefined)
2.2%,-4%,0.5%,-0.68,-0.17,23%,-31%,-22%[20 µM],-30%,2%,0.74,0.11,Cc1ccccc1NC(=O)N1CCc2ccccc2C1
x,-5%,-0.3%,0.32,-0.25,5%,-3%,-10%,3%,3%,-0.74,-0.46,O=C(c1cccc([N+](=O)[O-])c1)N1CCCC(C(=O)N2CCCCC2)C1 (centres undefined)
4.7%,11%,0.5%,0.53,-0.25,-2%,21%,-17%,19%,1%,-0.098,-0.54,O=S(=O)(NCc1cc(-c2ccccc2Cl)no1)c1ccc(Cl)cc1
-3.3%,-5%,0.2%,-0.39,-0.27,11%,-14%,24%,7%,6%,1,0.62,O=C1CCN(S(=O)(=O)c2ccccc2)C2CCCCC12 (centres undefined)
7.1%,0%,-0.1%,x,x,x,0%,-29%,-3%,x,x,x,CCOC(=O)C(Cc1ccccc1)C(=O)NCc1ccccc1 (centres undefined)
-4.1%,0%,-0.1%,x,x,x,-25%,-13%,12%,x,x,x,COc1cccc(C=Nc2ccc3c(c2)CCC3)c1O
-1.3%,6%,-0.1%,1.2,-0.2,9%,-11%,14%,-6%,0%,-0.9,-0.5,Cc1cc(C(=O)N2CCCc3ccccc32)no1
2.5%,11%,-0.2%,0.38,-0.16,10%,-15%,-15%,-2%,2%,0.72,0.3,CC(CCc1ccccc1)NC(=O)CSc1cccc[n+]1[O-] (centres undefined)
3.8%,-4%,0.3%,-0.58,-0.11,3%,18%,0%,-3%,-13%,0.4,0.64,CN(C)c1ccc(CN2CCCCCC2)cc1
1.1%,-4%,-0.1%,0.004,-0.22,11%,-21%,-4%,-7%,4%,-0.3,-0.076,CCCCN(C(=O)Cn1nnc2ccccc21)C(C(=O)NCc1ccco1)c1ccncc1 (centres undefined)
4.1%,-3%,-0.2%,0.74,-0.32,7%,-11%,-32%,9%,-7%,-0.16,0.21,CN(C)CCCC(=O)c1ccc2c(c1)OCO2
-1.8%,-1%,-0.1%,0.28,-0.21,15%,-16%,-3%,1%,8%,-1.5,-0.4,COc1cc2nc(=S)n3[nH]c(CCn4c(C)nc5ccccc54)nc3c2cc1OC
-1.3%,-8%,-0.6%,0.98,-0.21,14%,-39%,25%,-2%,2%,-0.92,-0.46,COCCn1c(=NC(=O)c2ccccc2[N+](=O)[O-])sc2cc(S(C)(=O)=O)ccc21
2.0%,-4%,0.2%,0.67,-0.22,8%,-1%,-54%,-24%,9%,-0.83,-0.65,CCN(CC)C(=O)C1CCCN(Cc2ccc3c(c2)OCO3)C1 (centres undefined)
9.4%,8%,0.4%,-1.1,-0.27,-5%,-1%,-20%,-1%,-2%,1.3,0.36,COc1cccc(NC(=O)CC2S/C(=N\S(=O)(=O)c3ccccc3)N(c3ccccc3)C2=O)c1 (centres undefined)
0.8%,-2%,0.0%,0.46,-0.24,2%,14%,-18%,23%,0%,-0.41,-0.52,FC(F)(F)c1cccc(-c2nnc(-c3ccccc3)c(N3CCOCC3)n2)c1
-1.2%,-9%,0.6%,0.38,-0.48,-6%,-7%,-7%,-4%,3%,-0.21,0.18,CC(C)(Oc1ccc(Cl)cc1)C(=O)NCCCn1ccnc1
8.1%,8%,0.5%,-1.4,-0.17,19%,36%,12%,25%,2%,0.67,0.42,O=C(CCCOc1ccc(Cl)cc1Cl)N/N=C/c1ccccc1O
2.6%,16%,-0.1%,x,x,x,-38%,-9%,5%,x,x,x,Cc1ccccc1-n1cc(CNC(=O)C2CCC(=O)N(C3CC3)C2)cn1 (centres undefined)
